# Rab7 wt GTP bind: modulators of GTP binding to Rab7, primary screen, biochemical, wildtype, multiplex bead flow cytometry. 0.055% of 190,000 active. GTP binding activity (percent of control), % at 10 µM. GST-Rab7 beads, fluorescent GTP binding; actives lie on both sides; untreated = 100%, excess cold GTP = 0%. AID 758, 2007. Rab7 GTPase wild type (dog), Bodipy-FL-GTP binding;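 active means fluorescent GTP binding to Rab7 beads changed by at least 20 points from the 100% baseline, either direction, mostly lower; inconclusive means compound itself probably fluorescent, or too few beads counted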;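 further: median green fluorescence of bound Bodipy-FL-GTP per Rab7 bead population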
# Pf gametocyte: late stage P. falciparum gametocyte viability inhibitors, primary screen, ATP luminescence, HTS; P. falciparum stage V gametocytes, 24 h; inhibition, % at 10.9 µM; 0.065% of 150,000 active; AID 743093, 2013;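 active means inhibition above the mean plus 3 SD of compounds within the control limits, set per campaign, cut at about 38% in these data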;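 further: 0% = DMSO wells and 100% = medium only without gametocytes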
# Rab2A wt mod: modulators of GTP binding to Rab2A wildtype, primary screen, biochemical, dog, bead-based flow cytometry, multiplex. GST-Rab2 wt beads, Bodipy-GTP binding. GTP binding activity, % at 10 µM. 0.19% of 190,000 active. AID 760, 2007;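 active means GTP binding activity at least 20 points away from 100%, either lowered or raised; inconclusive means signal likely due to the compound's own green fluorescence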;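 further: 0% = beads with excess unlabeled GTP and 100% = no-compound control corrected for plate trend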
# Rac1 wt GTP bind: wildtype Rac1 GTP binding modulators, primary screen, biochemical, GST-Rac1 beads, flow cytometry, multiplex | Ras-related C3 botulinum toxin substrate 1 (Homo sapiens), P63000 | fluorescent GTP binding; actives lie on both sides; 0 = cold GTP competed, 100 = untreated | GTP binding activity (% of control), % at 10 µM | 0.27% of 190,000 active;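 active means GTP binding activity at least 20 points away from the 100% control level, either lower or higher; inconclusive means compound flagged as likely green fluorescent, judged across all proteins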
# Bim-Mcl-1: inhibitors of Bim peptide binding to Mcl-1, primary screen, biochemical, bead-based flow cytometry, multiplex; Bim peptide-Mcl-1 binding; inhibition, % at 10 µM; 0.1% of 190,000 active; AID 1009, 2008; in the data active means inhibition above about 40%;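 further: 0% = no compound tracer wells and 100% = peptide blocker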
# Target sequence (Q07820 whole entry, looked up): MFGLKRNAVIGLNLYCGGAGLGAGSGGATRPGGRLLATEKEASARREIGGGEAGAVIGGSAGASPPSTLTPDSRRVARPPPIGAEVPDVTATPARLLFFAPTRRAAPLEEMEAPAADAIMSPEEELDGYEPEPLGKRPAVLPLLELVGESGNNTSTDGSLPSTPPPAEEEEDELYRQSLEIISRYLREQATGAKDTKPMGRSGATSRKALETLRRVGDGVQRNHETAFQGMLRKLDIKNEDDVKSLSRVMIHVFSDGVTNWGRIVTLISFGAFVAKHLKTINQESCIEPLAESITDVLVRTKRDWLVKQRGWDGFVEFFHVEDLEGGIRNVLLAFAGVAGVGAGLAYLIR
# HRas wt GTP: modulators of GTP binding to HRas wildtype, primary screen, biochemical, bead-based flow cytometry, multiplex; 0.14% of 190,000 active; GST-Ras wt beads, Bodipy-FL-GTP binding; actives lie on both sides; GTP binding activity, % at 10 µM;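 active means GTP binding activity at least 20% away from the 100% baseline, either lowered as inhibitor or raised as activator; inconclusive means flagged as likely green fluorescent, judged across all proteins in the well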;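 further: 0% = unlabeled GTP competition control and 100% = no-compound control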
# Target sequence (P01112 whole entry, looked up): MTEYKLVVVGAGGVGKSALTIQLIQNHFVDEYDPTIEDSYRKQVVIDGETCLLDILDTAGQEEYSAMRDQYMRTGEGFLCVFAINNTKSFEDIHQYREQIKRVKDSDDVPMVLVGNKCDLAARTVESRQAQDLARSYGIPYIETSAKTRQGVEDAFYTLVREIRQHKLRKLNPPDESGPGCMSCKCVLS
# Cdc42 wt GTP: modulators of GTP binding to wildtype Cdc42, primary screen, biochemical, multiplex bead flow cytometry, Bodipy-GTP; Cell division control protein 42 homolog (Homo sapiens), P60953; GST-Cdc42 beads; actives lie on both sides; percent activity (GTP binding), % at 10 µM; 0.2% of 190,000 active; AID 761, 2007;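 active means percent activity GTP binding at least 20 points away from the 100% baseline, either down as inhibitor or up as activator; inconclusive means compound flagged as likely green fluorescent from well-wide comparison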;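 further: median bead fluorescence of bound Bodipy-FL-GTP at 100 nM; 0% = excess unlabeled GTP control and 100% = no compound control; below 100% means less GTP binding so inhibitor and above means activator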
# Target sequence (P60953 whole entry, looked up): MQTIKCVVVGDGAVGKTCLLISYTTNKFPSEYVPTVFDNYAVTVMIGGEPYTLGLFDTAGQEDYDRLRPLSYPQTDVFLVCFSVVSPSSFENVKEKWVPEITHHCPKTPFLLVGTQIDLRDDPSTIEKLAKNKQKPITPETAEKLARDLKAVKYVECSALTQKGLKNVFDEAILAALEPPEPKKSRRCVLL
# RGS8-Gao reg: RGS8-Galphao binding modulators, primary screen, biochemical, multiplexed bead flow cytometry. Guanine nucleotide-binding protein G(o) subunit alpha (Homo sapiens), P09471. actives lie on both sides. response (percent of control binding), % at 10 µM. 0.34% of 220,000 active. AID 1423, 2008; in the data active means response below about 60% or above about 140%; inactive means in between;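 further: Galphao activated as the GDP aluminium fluoride complex binding bead-coupled RGS8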
# Target sequence (P09471 whole entry, looked up): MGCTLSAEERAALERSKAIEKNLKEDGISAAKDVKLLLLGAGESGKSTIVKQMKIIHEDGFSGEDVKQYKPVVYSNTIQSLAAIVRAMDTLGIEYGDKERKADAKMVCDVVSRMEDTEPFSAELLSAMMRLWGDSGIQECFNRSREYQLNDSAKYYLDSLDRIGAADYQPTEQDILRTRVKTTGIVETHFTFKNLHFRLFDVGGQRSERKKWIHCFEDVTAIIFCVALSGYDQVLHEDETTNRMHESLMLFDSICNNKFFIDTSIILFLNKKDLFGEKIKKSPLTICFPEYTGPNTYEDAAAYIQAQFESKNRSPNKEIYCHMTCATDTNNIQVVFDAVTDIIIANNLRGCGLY
# Rac1 act GTP bind: GTP binding modulators of activated mutant Rac1, primary screen, biochemical, bead-based flow cytometry, multiplex, fluorescent GTP; 0.11% of 190,000 active; percent activity (GTP binding), % at 10 µM; Ras-related C3 botulinum toxin substrate 1 (Homo sapiens), P63000; GST-Rac1 activated beads; actives lie on both sides; 100% means binding = to untreated wells; AID 764, 2007;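 active means GTP binding at least 20 percentage points away from the 100% baseline, in either direction, so actives lie on both sides; inconclusive means Compound likely fluorescent itself, or too few beads counted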
# Mcl1 Noxa PPI: Mcl-1/Noxa binding inhibitors, primary screen, biochemical, TR-FRET, 1536-well | Induced myeloid leukemia cell differentiation protein Mcl-1 (Homo sapiens), Q07820 | TR-FRET Mcl-1/Noxa peptide binding, 2 h | inhibition, % at 21.7 µM | 1.5% of 220,000 active;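 active means compounds that cut the protein-peptide binding signal by more than 50% relative to plate controls in a single-dose test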;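 further: His-tagged Mcl-1 with rhodamine Noxa BH3 peptide and terbium anti-His antibody; 0% = Mcl-1 plus Noxa peptide wells and 100% = peptide-only wells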
# Mcl1 Bid PPI: Mcl-1/Bid binding inhibitors, primary screen, biochemical, TR-FRET, 1536-well; inhibition, % at 21.7 µM; TR-FRET Mcl-1/Bid-Dy647 peptide binding; 0.97% of 220,000 active; Induced myeloid leukemia cell differentiation protein Mcl-1 (Homo sapiens), Q07820; AID 1021, 2008;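 active means compounds that cut the binding signal by more than half at the single screening dose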;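 further: His-tagged Mcl-1 with europium anti-His antibody binding Bid BH3 peptide; 0% = Mcl-1 plus peptide wells and 100% = peptide-only wells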
# An asterisk follows results filed as active; ? = inconclusive; nt = not tested or not shown.
# The opening three entries, ahead of the listing:
canonical_smiles	Rac1 act GTP bind	HRas wt GTP	Rab2A wt mod	Rac1 wt GTP bind	Bim-Mcl-1	Pf gametocyte	Rab7 wt GTP bind	RGS8-Gao reg	Mcl1 Bid PPI	Cdc42 wt GTP	Mcl1 Noxa PPI
CC1CN(Cc2nc3c(c(=O)n(C)c(=O)n3C)n2CCCO)CC(C)O1 (stereo unspecified)	102.0	100.0	99.0	108.0	0.0	nt	95.0	102.9	-6.0	104.0	-1.0
Cc1ccc(SCC(=O)Nc2ncc(C)s2)cc1	99.0	100.0	101.0	100.0	-1.0	nt	95.0	89.7	-8.5	99.0	-5.8
CC(C)CSC1=NSC2=NC(=O)/C(=C\c3ccccc3)C(=N)N12	91.0	96.0	98.0	99.0	0.0	11.3	103.0	102.6	16.1	95.0	30.2

# The list itself, from the start:
canonical_smiles	Rac1 act GTP bind	HRas wt GTP	Rab2A wt mod	Rac1 wt GTP bind	Bim-Mcl-1	Pf gametocyte	Rab7 wt GTP bind	RGS8-Gao reg	Mcl1 Bid PPI	Cdc42 wt GTP	Mcl1 Noxa PPI
CC1CN(Cc2nc3c(c(=O)n(C)c(=O)n3C)n2CCCO)CC(C)O1 (stereo unspecified)	102.0	100.0	99.0	108.0	0.0	nt	95.0	102.9	-6.0	104.0	-1.0
Cc1ccc(SCC(=O)Nc2ncc(C)s2)cc1	99.0	100.0	101.0	100.0	-1.0	nt	95.0	89.7	-8.5	99.0	-5.8
CC(C)CSC1=NSC2=NC(=O)/C(=C\c3ccccc3)C(=N)N12	91.0	96.0	98.0	99.0	0.0	11.3	103.0	102.6	16.1	95.0	30.2
CCCn1c(C)cc(C(=O)Cn2nnc3ccccc3c2=O)c1C	94.0	97.0	98.0	97.0	0.0	nt	96.0	102.5	-55.9	95.0	4.5
CCCCC(CC)CNC(=O)CC1Nc2c3ccccc3nc(=S)n2C1=O (stereo unspecified)	94.0	93.0	91.0	95.0	-3.0	8.7	90.0	100.8	-40.6	91.0	13.8
Cc1ccn2c(C(=O)CSc3ccc(Cl)cc3Cl)c(C)nc2c1	96.0	97.0	97.0	97.0	3.0	nt	97.0	96.3	15.4	97.0	13.8
CCCCOC(=O)NCN1C(=O)C2C3C=CC(C3)C2C1=O (stereo unspecified)	98.0	97.0	100.0	96.0	7.0	nt	99.0	83.2	-7.0	96.0	24.1
Cc1cccc(C(=O)Oc2ccc(/C=N/NC(=O)c3ccncc3)cc2)c1	96.0	96.0	98.0	99.0	-3.0	nt	106.0	105.3	-12.2	95.0	-7.2
O=C(C1CC1)N(Cc1ccco1)c1nc(-c2ccccc2)cs1	93.0	95.0	92.0	97.0	-2.0	19.9	96.0	97.8	-1.5	94.0	10.1
CN=C1SC(CC(=O)Nc2cccc(Cl)c2Cl)C(=O)N1C (stereo unspecified)	99.0	101.0	99.0	100.0	-1.0	-12.1	98.0	76.1	-2.2	99.0	2.0
CCN(CC)CCNC(=O)c1ccc(NS(=O)(=O)c2ccc3c(c2)OCCO3)cc1	96.0	99.0	100.0	99.0	1.0	nt	106.0	101.5	-18.9	98.0	20.6
CS(=O)(=O)c1ccc(SCC(=O)NC2CCS(=O)(=O)C2)c([N+](=O)[O-])c1 (stereo unspecified)	94.0	96.0	92.0	98.0	1.0	-3.4	97.0	96.4	-21.4	97.0	10.2
COc1cc(OC)cc(C(=O)N2CCN(C(=O)c3cccc(F)c3)CC2)c1	94.0	97.0	95.0	95.0	-5.0	11.2	95.0	96.0	-17.0	98.0	-4.2
Cc1ccc(OCC(=O)N2CCN(S(=O)(=O)c3ccccc3)CC2)c([N+](=O)[O-])n1	101.0	101.0	98.0	104.0	-10.0	-30.1	95.0	102.1	-10.3	102.0	9.3
O=C(Nc1ccc(N2CCCCC2)c(Cl)c1)c1ncn[nH]1	102.0	102.0	101.0	112.0	0.0	nt	105.0	99.4	-31.6	99.0	3.5
COc1cccc(SCC2(O)CCN(C(=O)c3ccc(Cl)cc3)CC2)c1	96.0	97.0	97.0	99.0	0.0	nt	94.0	102.7	-15.0	98.0	-11.4
COc1ccc(-c2nc(CN3CCCCC3c3nccn3C)c(C)o2)c(C)c1C (stereo unspecified)	97.0	98.0	97.0	100.0	-5.0	15.6	96.0	102.8	-28.6	102.0	-8.0
Cn1ccnc1SCCNC(=O)CCc1nnc(CCCCc2ccccc2)o1	94.0	95.0	96.0	98.0	-1.0	nt	97.0	104.4	-40.9	97.0	-2.2
O=C(NCCCn1ccnc1)c1ccc(S(=O)(=O)N2CCOCC2)cc1	100.0	98.0	98.0	103.0	-2.0	nt	100.0	100.2	-46.5	101.0	19.6
COc1ccc(NC(=O)CSc2nccn2-c2ccccc2)cc1	98.0	102.0	101.0	101.0	nt	-29.2	99.0	102.3	-7.9	103.0	13.6
C=CCn1c(CNC(=O)c2ccco2)nnc1SCC(=O)N1c2ccccc2Sc2ccccc21	100.0	100.0	99.0	104.0	-1.0	nt	100.0	100.7	22.8	99.0	18.5
O=C1CC(/C=C/c2cccnc2)=Nc2ccccc2N1	95.0	97.0	95.0	97.0	-1.0	9.0	101.0	96.7	-46.9	95.0	-1.6
Cc1cc(C)c(NC(=O)/C=C\C(=O)O)c(Cl)c1	102.0	105.0	100.0	105.0	-5.0	-9.1	102.0	99.4	9.7	105.0	12.5
N#CCOC(=O)/C=C/c1ccc2c(c1)OCO2	105.0	103.0	106.0	105.0	-1.0	nt	106.0	99.8	-28.9	104.0	4.7

# Pulled by structure from the entries so far, 2 records:
canonical_smiles	Rac1 act GTP bind	HRas wt GTP	Rab2A wt mod	Rac1 wt GTP bind	Bim-Mcl-1	Pf gametocyte	Rab7 wt GTP bind	RGS8-Gao reg	Mcl1 Bid PPI	Cdc42 wt GTP	Mcl1 Noxa PPI
O=C1CC(/C=C/c2cccnc2)=Nc2ccccc2N1	95.0	97.0	95.0	97.0	-1.0	9.0	101.0	96.7	-46.9	95.0	-1.6
O=C(Nc1ccc(N2CCCCC2)c(Cl)c1)c1ncn[nH]1	102.0	102.0	101.0	112.0	0.0	nt	105.0	99.4	-31.6	99.0	3.5

# Remaining list, next part
canonical_smiles	Rac1 act GTP bind	HRas wt GTP	Rab2A wt mod	Rac1 wt GTP bind	Bim-Mcl-1	Pf gametocyte	Rab7 wt GTP bind	RGS8-Gao reg	Mcl1 Bid PPI	Cdc42 wt GTP	Mcl1 Noxa PPI
O=C(NCc1ccccc1)c1cccc(OCC(=O)N2CCN(C(=O)c3ccco3)CC2)c1	97.0	98.0	98.0	99.0	0.0	-10.3	99.0	99.2	-34.1	99.0	-53.1
CC(C)(C)c1n[nH]c(=S)n(N)c1=O	100.0	105.0	102.0	103.0	0.0	nt	104.0	94.2	-38.6	105.0	2.9
CC(CCc1ccccc1)NC(=O)c1cccs1 (stereo unspecified)	98.0	100.0	98.0	101.0	-2.0	-19.7	99.0	98.3	-8.0	101.0	9.8
COc1ccc2c(CC(=O)N3CCN(S(=O)(=O)c4cccs4)CC3)coc2c1	99.0	100.0	101.0	100.0	0.0	nt	100.0	99.4	-28.8	101.0	27.3
N#CCCn1cc(C(=O)O)c(-c2cccs2)n1	98.0	99.0	100.0	101.0	1.0	-2.8	103.0	104.7	0.0	101.0	4.3
COc1ccc(C(CNC(=O)c2ccccc2C)N2CCCC2)cc1 (stereo unspecified)	102.0	103.0	101.0	108.0	-3.0	7.6	106.0	101.7	-18.3	103.0	23.9
CCC(CC)c1nc2cc(OC)c(OC)cc2c(=O)o1	93.0	98.0	99.0	97.0	3.0	-3.2	99.0	102.7	-13.6	96.0	31.2
CC(NC(=O)Cn1nnc(-c2ccncc2)n1)c1ccccc1 (stereo unspecified)	100.0	101.0	102.0	103.0	0.0	nt	99.0	103.4	-3.6	104.0	12.8
CCNc1nc(CN2CCOCC2)nc2sc3c(c12)CCC3	102.0	101.0	101.0	109.0	-2.0	1.2	99.0	102.8	-35.4	106.0	-1.6
CCOC(=O)Cn1c(=O)oc2cc(S(=O)(=O)NCc3cccs3)ccc21	100.0	101.0	103.0	106.0	-2.0	nt	102.0	105.9	-4.9	102.0	9.2
CCCOc1ccc(N2C(=O)CC(NCc3ccncc3)C2=O)cc1 (stereo unspecified)	102.0	103.0	103.0	103.0	-2.0	-26.0	105.0	101.8	-26.3	105.0	5.0
COc1ccc(/C(N)=N/OC(=O)c2ccco2)cc1OC	97.0	99.0	104.0	101.0	-1.0	-23.7	103.0	99.3	-20.2	95.0	1.8
CCCCNC(=O)C1CCC(CNc2nc(=S)[nH]c3ccccc23)CC1 (stereo unspecified)	100.0	97.0	94.0	95.0	-2.0	5.8	101.0	100.0	-36.8	99.0	2.5
COC(=O)/C=C1\S/C(=N/NC(=O)c2ccccc2)NC1=O	99.0	102.0	101.0	111.0	-1.0	nt	101.0	103.6	-10.2	102.0	24.6
O=C(O)c1ccc(/C=N/NC(=O)c2cc(-c3cccs3)nc3ccccc23)cc1	?	?	?	?	1.0	3.2	?	100.7	3.9	?	13.9
CCOC(=O)c1c(-c2ccc(C)o2)csc1NC(=S)NC(=O)N(C)C	96.0	97.0	97.0	98.0	1.0	-8.9	94.0	97.8	-30.5	98.0	28.8
Cc1cc(C)n(-c2nc3ccccc3nc2Nc2ccc3c(c2)OCO3)n1	100.0	101.0	100.0	106.0	1.0	nt	103.0	93.6	-12.7	100.0	11.0
CC(C)OC(=O)CSc1nnnn1-c1ccc2c(c1)OCCO2	98.0	99.0	99.0	100.0	-6.0	nt	99.0	95.0	-28.7	100.0	6.7
S=C(NCCCN1CCOCC1)N1CCN(c2nc(-c3ccccc3)cs2)CC1	97.0	92.0	94.0	92.0	4.0	-2.2	94.0	121.8	-73.9	94.0	0.9
CCC(=O)Nc1nonc1-c1nc2ccccc2n1Cc1cccc2ccccc12	98.0	99.0	98.0	104.0	-11.0	-6.2	96.0	98.0	-8.1	103.0	-44.2
